M18AAP inhibitor: blocks P. falciparum M18 aspartyl aminopeptidase | inhibition, % at 7.35 µM | hit rate 1.2% among 290,000 | recombinant PfM18AAP, H-Glu-NHMec fluorogenic cleavage | AID 1822;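 active means inhibition above the campaign mean inhibition over all tested compounds plus 3 SD, cut at about 28% in these data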;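 further: 0% = plate median of test compound wells and 100% = 2 mM ZnCl2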
DNA FID counter: fluorescent intercalator displacement, NS3 helicase counter-screen; DNA fluorescent intercalator displacement, fluorescence; hit rate 0.17% among 290,000; inhibition, % at 7.9 µM; in the data active means inhibition above about 37%;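 further: 0% = vehicle and 100% = reference compound; higher means more ethidium bromide displaced from hairpin DNA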
HCV NS3 hel inh: HCV NS3 helicase inhibition; inhibition, % at 10.9 µM; AID 1800; hit rate 0.56% among 290,000; NS3 helicase DNA unwinding, Cy5 molecular beacon fluorescence;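 active means inhibition above the mean of all tested compounds plus 3 SD, set per campaign, cut at about 35% in these data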;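 further: 0% = DMSO wells and 100% = thioflavine S control wells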
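Control set: DMSO versus 110 µM thioflavine S; Material: NS3 helicase fragment of HCV; Measured by: Cy5 fluorescence at 0 and 60 min, beacon hairpin quenching; Read-out basis: percent inhibition from t60/t0 fluorescence ratio; Times: reaction time 60 min, 25 °C; Repeats: single replicate; Compound dosing: single dose, 10.9 µM nominal final, DMSO 0.8% final.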
pCIP destab: lowers stability of the mouse p/CIP coactivator protein. Q05BA5. F442A p/CIP-EGFP cells, EGFP fluorescence, 16 h. decrease of EGFP signal, % at 10 µM. hit rate 0.01% among 290,000;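 active means EGFP signal decrease of at least 30% at 10 µM or well 3 SD below plate mean, unless failing retest; inactive means the rest, including hits failing retest or dose response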; further: some compounds called inactive have numbers as strong as hits; many of its hits are not listed in these tables
SUMO HTRF inh: SUMOylation inhibition | P63279 | HTRF SUMOylation assay, SAE1/SAE2 + UBC9, in vitro | inhibition, % at 35 µM | hit rate 0.36% among 290,000 | AID 2006; in the data active means inhibition above about 50%, passing the limit was not always enough; further: strong numbers were not always called active
IMP-1 inhibitor: blocks Pseudomonas aeruginosa IMP-1 metallo-beta-lactamase; purified IMP-1, nitrocefin hydrolysis, epi-absorbance fluorescence; inhibition, % at 5.6 µM; hit rate 0.45% among 290,000;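 active means inhibition above the mean plus 3 SD of all compounds in the same screening run, cut at about 4.5% in these data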;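 further: 0% = IMP-1 with DMSO and 100% = DMSO wells lacking enzyme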
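System – purified recombinant IMP-1 beta-lactamase · Input – IMP-1 dispensed at 0.2 nM · Timing – 15 min preincubation plus 25 min reaction at 25 °C · Signal – Epi-absorbance fluorescence, 480 nm excitation, 530 nm emission · Measure – percent IMP-1 inhibition derived from blank-referenced optical density · Controls – Enzyme-plus-DMSO low control, enzyme-free DMSO high control · Replication – singlicate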
IDE inh: inhibitors of human insulin-degrading enzyme in cells; HEK cells, FAbetaB cleavage, fluorescence polarization; hit rate 0.41% among 320,000; P14735; inhibition, % at 5.59 µM; AID 434962;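 active means percent inhibition above the average of all tested compounds plus 3 SD, set per screening campaign, cut at about 16% in these data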;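 further: IDE supplied by intact live HEK cells; FP after avidin binding of uncleaved biotin substrate so inhibition keeps polarization high; 0% = DMSO wells and 100% = 60 µM reference IDE inhibitor Ii1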
Target sequence (P14735 whole entry, looked up): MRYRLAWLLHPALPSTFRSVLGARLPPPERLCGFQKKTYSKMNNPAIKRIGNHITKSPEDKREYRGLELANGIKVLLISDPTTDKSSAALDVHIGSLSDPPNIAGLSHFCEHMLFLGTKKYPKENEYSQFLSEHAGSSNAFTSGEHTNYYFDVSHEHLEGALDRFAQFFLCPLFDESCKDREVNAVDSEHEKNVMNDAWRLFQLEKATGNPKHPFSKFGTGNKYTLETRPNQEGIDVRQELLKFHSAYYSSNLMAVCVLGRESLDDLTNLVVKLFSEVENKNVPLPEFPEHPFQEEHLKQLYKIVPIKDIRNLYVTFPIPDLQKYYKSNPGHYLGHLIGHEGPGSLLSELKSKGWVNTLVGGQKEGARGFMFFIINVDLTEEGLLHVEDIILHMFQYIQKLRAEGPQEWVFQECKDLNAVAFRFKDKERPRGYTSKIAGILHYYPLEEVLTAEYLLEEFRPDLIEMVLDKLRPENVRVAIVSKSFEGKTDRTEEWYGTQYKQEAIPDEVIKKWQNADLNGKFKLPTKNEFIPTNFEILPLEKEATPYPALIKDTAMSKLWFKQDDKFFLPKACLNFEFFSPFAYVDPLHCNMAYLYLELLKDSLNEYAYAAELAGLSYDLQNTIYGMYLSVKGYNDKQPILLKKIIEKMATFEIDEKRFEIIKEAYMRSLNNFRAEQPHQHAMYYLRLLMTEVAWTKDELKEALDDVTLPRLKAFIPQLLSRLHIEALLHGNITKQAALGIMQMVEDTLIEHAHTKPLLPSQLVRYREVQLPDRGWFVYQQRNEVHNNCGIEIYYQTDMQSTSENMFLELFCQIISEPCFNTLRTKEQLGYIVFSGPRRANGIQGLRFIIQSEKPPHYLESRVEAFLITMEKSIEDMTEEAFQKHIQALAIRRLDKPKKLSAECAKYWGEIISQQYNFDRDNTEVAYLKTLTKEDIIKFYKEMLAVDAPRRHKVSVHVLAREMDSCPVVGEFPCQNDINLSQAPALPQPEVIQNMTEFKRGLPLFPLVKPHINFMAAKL
VIM-2 inh: blocks Pseudomonas aeruginosa VIM-2 metallo-beta-lactamase | purified VIM-2, nitrocefin hydrolysis, epi-absorbance fluorescence | inhibition, % at 5.6 µM | hit rate 0.89% among 290,000;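 active means inhibition above the mean of all tested compounds plus 3 SD, cutoff set per screening run, cut at about 7.5% in these data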;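 further: red hydrolysis product quenches plate fluorescence so inhibitors raise well fluorescence; 0% = enzyme with DMSO and 100% = DMSO without enzyme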
IDE act: boosts human insulin-degrading enzyme activity in HEK cells | P14735 | FAbeta-B cleavage, fluorescence polarization; 0% vehicle, 100% cell-free pure enzyme wells | activation, % at 5.96 µM | hit rate 0.073% among 340,000 | AID 493087;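 active means activation above the mean of all tested compounds plus 3 SD, set per screening campaign, cut at about 17% in these data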
The depositor's hits bear a star; · = no result given.

smiles	M18AAP inhibitor	IDE act	pCIP destab	DNA FID counter	VIM-2 inh	IMP-1 inhibitor	SUMO HTRF inh	IDE inh	HCV NS3 hel inh
COc1ccccc1-n1c(-c2ccc(NS(C)(=O)=O)cc2)n[nH]c1=S	8	4	1	-5	5.5	-4.5	11	-2	-3
Nc1cc(N2CCCCC2)c([N+](=O)[O-])cc1Cl	2	2	-3	-2	-2.8	-1.4	-4	-7	0
CC1Cc2ccccc2N1S(=O)(=O)c1cccc(C(=O)NCCCO)c1 (stereo not given)	-12	1	-8	-4	-1.4	-1.8	-2	1	-4
Cc1cc(N2C(=O)C(O)=C(C(=O)c3ccc(C)o3)C2c2ccc([N+](=O)[O-])cc2)no1 (stereo not given)	10	4	-3	-44	-2.9	-1.6	5	-1	22
CC1=NC(=O)C(N=Nc2ccccc2)N1c1ccccc1 (stereo not given)	0	3	-10	1	-2.5	-6.1	8	-8	-2
Cc1c(NS(=O)(=O)c2ccc([N+](=O)[O-])cc2)c(=O)n(-c2ccccc2)n1C	-3	-1	-9	0	-1.5	0.3	10	0	4
O=C(NOC(=O)c1ccccc1)c1ccccc1	-1	12	8	1	-0.1	-1.8	10	0	-4
CCOc1ccccc1NC(=O)COC(=O)Cc1ccc(-c2ccccc2)cc1	-2	-4	-1	-7	0.2	2.8	-15	-1	4
O=C(CN1CCCC1)Nc1nc(-c2ccc3c(c2)CCN3C(=O)c2ccccc2F)cs1	0	-1	9	2	-4.0	-1.1	-11	3	-77
Cc1ccc(C(C(=O)NC2CCCC2)N(Cc2ccco2)C(=O)CCC(=O)Nc2ccccn2)cc1 (stereo not given)	7	5	-10	-32	-5.8	-3.1	8	-3	-10
CC(NS(=O)(=O)c1ccccc1)C1COc2ccccc2O1 (stereo not given)	2	-1	-10	-2	-1.6	-1.7	6	-5	-2
CC(C)c1onc(C(=O)N2CCN(C(c3ccccc3)c3ccccc3)CC2)c1[N+](=O)[O-]	5	4	9	-4	0.9	0.9	-10	-1	-3
O=C(NC(=S)Nc1ccc(N2CCOCC2)c(Cl)c1)c1sc2ccccc2c1Cl	2	0	-5	-1	-1.9	-3.5	10	0	3
O=C(NCC1CCCCC1)c1cc(Br)ccc1Cl	4	2	-8	-12	-3.5	-3.1	-1	5	2
CC1=NN(c2nc(-c3ccc(C#N)cc3)cs2)C(=O)C1	3	·	-1	-4	0.5	-3.6	1	-1	-8
O=C(CN1CCC(N2CCCCC2)CC1)N1CCOCC1	2	·	-13	4	-2.7	-0.5	8	3	0
C[C@]12C(=O)N(c3ccc(F)cc3)C(=O)N1[C@@H]1c3ccccc3OC[C@@H]1[C@H]2c1ccccc1	-4	-1	3	-34	-0.1	-1.8	5	-2	-28
CNC(=S)Nc1cc(Cl)ccc1Oc1ccccc1	0	1	3	0	-1.4	-3.5	18	7	-3
COc1cc(CC(=O)NCc2cccs2)cc(OC)c1OC	3	-2	-8	-2	-1.3	-5.0	2	3	-2
COc1ccc(C2=NN(C(=O)CCC(=O)O)C(c3cccs3)C2)cc1 (stereo not given)	-4	2	-1	-26	-2.5	-2.9	18	5	10
COc1ccc2ccccc2c1C1CC(=O)N2CN(C3CCCCC3)CSC2=C1C#N (stereo not given)	22	-4	-1	-38	4.2	2.9	22	2	31
Cc1nc(Cl)c(C(=O)Nc2cccc(F)c2)c(C)c1Cl	-13	1	2	-11	0.4	-2.0	-3	5	-7
NC(=O)CC(NC(=O)Cc1ccc(Cl)cc1)c1ccc(N2CCN(c3ccccn3)CC2)c([N+](=O)[O-])c1 (stereo not given)	-16	-7	0	-6	1.8	-0.3	-5	-2	13
CC(C)OP(=O)(OC(C)C)C1(O)C(=O)Nc2ccccc21 (stereo not given)	6	-3	-12	-4	-2.3	-0.8	25	-10	0
Cc1c(N/C=C/C(=O)c2ccc(Cl)cc2)c(=O)n(-c2ccccc2)n1C	6	7	-14	-17	0.6	-0.5	7	3	-6
CCCn1c(SC2C(=O)CC(C)(C)CC2=O)nc2c1c(=O)n(C)c(=O)n2C	-12	-1	6	3	0.3	-1.6	-3	1	1
CS(=O)(=O)N(Cc1ccccc1)c1ccc(C(=O)NCCSCc2ccco2)cc1	-18	0	-2	-30	-1.8	-0.8	10	4	2
CCOc1ccc(OCC)c(NC(=O)CCCN2C(=O)c3cccnc3C2=O)c1	2	-4	-2	-12	1.9	-0.3	6	-1	23
Cc1ccccc1NC(=O)Cn1c(CCC(=O)O)ccc1-c1cccs1	4	4	4	-25	0.4	-3.1	2	8	11
Cc1cc(C)n(-c2ccc3nnc(C)n3n2)n1	0	4	-7	-4	-0.8	-3.4	19	-2	-2

(more compounds)
smiles	M18AAP inhibitor	IDE act	pCIP destab	DNA FID counter	VIM-2 inh	IMP-1 inhibitor	SUMO HTRF inh	IDE inh	HCV NS3 hel inh
CN(C)CCCNC(=S)Nc1ccc(Oc2ccccc2)cc1	-5	-5	-8	24	1.8	0.5	-9	2	-11
CC(=O)OC[C@H]1O[C@H](C/C=N/O[C@@H](C)c2cn([C@H](CO)Cc3ccccc3)nn2)C=C[C@@H]1OC(C)=O	1	·	3	-24	-2.8	-1.7	-8	-8	1
COc1ccc(NC(=O)c2sc3nc(N4CCOCC4)c4c(c3c2N)CC(C)(C)OC4)cc1	36*	-2	-3	-25	-3.4	-2.2	2	-1	-12
CN1CCN(c2ccc(NC(=O)c3ccc4c(c3)[nH]c(=O)n4Cc3ccc(F)cc3)cc2)CC1	-3	-4	7	12	18*	-1.6	20	8	-57
Cc1nc(N2CCN(C(=O)c3ccco3)CC2)[nH]c(=O)c1C	-10	5	3	0	-0.1	-1.3	2	-2	-7
O=C(CN1c2cccc3cccc(c23)S1(=O)=O)Nc1ccccc1	1	1	-9	-4	-1.1	-0.2	13	2	-9
Cc1ccc(-n2c(-c3ccc(Cl)cc3)n[nH]c2=S)c(C)c1	-6	-13	-18	-35	-3.9	-3.0	12	0	0
N#Cc1ncc(C(F)(F)F)cc1Oc1cccnc1	0	8	-5	2	-2.1	-4.5	18	4	0
COc1ccc(/C=C/c2nc(C)c(-c3ccccc3)c(=O)[nH]2)cc1OC	7	-3	-8	-5	-1.0	0.3	18	3	-12
Clc1cc2nc[nH]c2cc1Cl	2	-6	9	-1	-2.8	-2.1	-7	15	-12
CCOC(=O)N1CCN(C(c2cccc(OC)c2)c2sc3nc(C)nn3c2O)CC1 (stereo not given)	6	-7	-11	-40	-0.7	-2.9	2	0	15
CN(C)C(C)(C)C#CC(O)(c1ccccc1)c1ccccc1	10	2	-9	24	-1.7	-0.7	-6	-2	6
O=C(Cc1ccc(Cl)cc1)Nc1cccnc1	-3	-3	-5	-5	-2.2	-2.7	3	8	-7
Cc1nn(C)c(C(=O)Nc2cccc(CN3CCOCC3)c2)c1Br	-4	2	-3	-13	-5.8	-2.9	-14	5	2
Cc1cc([N+](=O)[O-])nn1CCCC(=O)Nc1cc(Cl)ccc1Cl	-15	3	-11	-4	0.1	-0.7	8	-1	-4
CCN1CCN(Cc2ccc(OCc3ccccc3)c(OC)c2)CC1	-6	1	-4	7	0.9	-1.2	4	0	0
COc1ccc(NS(=O)(=O)c2cc(NC(=O)CCSc3ccccc3)ccc2OC)cc1	-1	-2	1	-19	-5.9	-2.2	-23	3	-22
CCC(Oc1ccc(Br)cc1)C(=O)N1CCN(c2ncccn2)CC1 (stereo not given)	1	7	3	-36	-1.7	-1.7	6	0	-7
O=C(/C=C/c1ccco1)NC(=S)Nc1ccccc1N1CCOCC1	-4	0	3	-14	-0.8	-3.7	-18	5	0
CCOc1ccc(CN(Cc2ccco2)S(=O)(=O)c2ccc(-n3cnnn3)c(OC)c2)cc1	5	2	-17	1	0.4	-1.1	4	1	8
CCCc1cc(-c2n[nH]c(=S)n2-c2cccc(C)c2)cs1	4	4	9	-34	-3.5	-3.4	-6	6	17
COC(=O)C(OC(=O)c1ccc(OC)cc1)C(=O)OC	-2	5	6	-4	-1.4	-2.5	-32	4	1
Nc1cccc(NC(=O)c2ccco2)c1	-3	-2	-9	-1	-1.4	-2.7	7	6	9
COc1cccc(-c2nn(C)c3sc(C(=O)Nc4ccc5c(c4)OCCO5)cc23)c1	-1	-15	-13	7	1.1	0.2	9	25*	-9
Cc1noc(C)c1CN1C(=O)NC(Cc2ccccc2)(Cc2ccccc2)C1=O	-4	-4	5	-23	-1.7	-2.0	7	-5	-10
COc1cc2c(cc1NC(=O)CSc1nnc(Cc3cccs3)n1C)oc1ccccc12	-7	-7	5	-17	0.5	-1.0	4	6	-22
Cc1ccc(-c2nc3[nH]c(=O)cc(NC(=O)c4cccs4)n3n2)cc1	-11	7	0	-4	-2.4	-2.5	17	-2	-6
O=C(CN1CCCCCC1)Nc1ccc([N+](=O)[O-])cc1Cl	3	1	6	6	-0.1	0.0	1	1	-6
C/C(=N\NC(=O)c1nc2ccccn2c1C)c1ccc2c(c1)OCO2	-4	5	-24	-8	-4.1	-3.6	0	-3	-3
C=CCN(CC=C)S(=O)(=O)c1ccc(C(=O)Nc2nnc(CSC)o2)cc1	6	-2	-4	-36	-5.4	-4.1	41	-1	9

Going on with the list.
smiles	M18AAP inhibitor	IDE act	pCIP destab	DNA FID counter	VIM-2 inh	IMP-1 inhibitor	SUMO HTRF inh	IDE inh	HCV NS3 hel inh
COc1cccc(C(=O)CSc2nnnn2C)c1	2	5	1	2	-3.4	-4.9	1	-2	-1
CN(C1CCCCC1)S(=O)(=O)c1ccc2[nH]c(=O)oc2c1	-1	12	-20	-6	-1.6	-3.7	24	1	9
O=C(CCCn1c(SCC(=O)c2ccc(F)cc2)nc2ccccc2c1=O)NCc1ccccc1	-4	2	-14	-2	-5.8	-3.0	16	-1	4
CCN(CC)S(=O)(=O)c1ccc(C)c(NC(=S)Nc2cccc(S(=O)(=O)N3CCCCCC3)c2)c1	-3	3	-17	-4	-5.1	-2.4	12	11	1
Cc1ccc(C)c(/C=C(\C(=O)O)c2ccc(S(=O)(=O)N3CCCCC3)s2)c1	10	-3	0	-23	-2.3	-0.5	24	6	19
COc1ccc(F)cc1CN1CCN(C(=O)CCC(=O)Nc2nnc(C3CCCCC3)s2)CC1	1	-6	-18	-24	0.2	-4.2	·	3	-16
COc1ccc2[nH]c(C)c(CCN3C(=O)C4C5C=CC(C5)C4C3=O)c2c1 (stereo not given)	2	-2	-14	-16	-0.7	0.2	7	1	6
COc1ccc(O)c(/C=N/NC(=O)c2ccc(OCc3cccc(Br)c3)cc2)c1	-2	6	-5	1	-2.9	-1.4	21	10	1
Cc1ccc2c(c1)-c1c(cnn1CC(=O)Nc1ccccc1N1CCN(C)CC1)CO2	0	1	1	12	-3.7	-2.0	3	3	-23
C/C=C/c1ccc(OC(C)=O)c(OC)c1	-9	-2	-5	-2	-2.6	-2.3	10	-1	-17
